High-throughput results (PubChem)
CTSL1 counter: blocks F. hepatica cathepsin L1 in PFM18AAP counter-screen | inhibition, % at 5.96 µM | 0.49% of 300,000 active | AID 1906 | recombinant F. hepatica cathepsin L1, Z-Leu-Arg-MCA fluorescence;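 active = inhibition above the mean of all tested compounds plus 3 SD, set per screening campaign, cut at about 17% in these data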;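 note: 0% = plate median of test compound wells and 100% = 1 µM Z-Phe-Ala-diazomethylketone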
Efflux pump inh: blocks antifungal efflux pumps in multiplex yeast assay; AID 485275; S. cerevisiae Candida pump triplex, Nile Red efflux; inhibition, % at 10 µM; 0.44% of 330,000 active;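 active = plate passing quality check with inhibition over a set limit, or well fluorescence over plate mean plus 4 SD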;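 note: Nile Red retained in pooled yeast measured as flow cytometry median fluorescence; 0% = buffer negative control and 100% = Enniatin B positive control; higher means more Nile Red kept so more efflux inhibition; some compounds called inactive have numbers as strong as hits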
PREPL inhibitor: inhibits the human prolyl oligopeptidase-like enzyme. inhibition, % at 5.96 µM. Q4J6C6. 0.68% of 320,000 active. recombinant PREPL, fluorescence polarization activity-based probe; in the data active = inhibition above about 43%;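 note: 0% = enzyme with DMSO and 100% = wells lacking enzyme; many of its hits are not listed in these tables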
core dimer inh: blocks dimerization of HCV core protein | 0.33% of 300,000 active | TR-FRET GST/Flag-core106 dimerization, 1536-well | inhibition, % at 5 µM | AID 1899;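 active = inhibition above the mean of all tested compounds plus 3 SD, set per screening campaign, cut at about 45% in these data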
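test system = GST/Flag-tagged HCV core106 proteins | probe or stimulus = Eu donor and XL665 acceptor anti-tag antibodies | times = compound-protein-antibody incubation 4 h at 22.5 °C | signal = TR-FRET, excitation 340 nm, emission 617 and 671 nm | measure = percent inhibition of core106 dimerization signal | controls = wells lacking GST-core106 and wells with excess unlabelled core106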
PP1 counter: PP1-alpha (human) inhibition in PP5 counter-screen | P62136 | purified PP1alpha, OMFP fluorescence | inhibition, % at 6.7 µM | 0.9% of 320,000 active;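 active = inhibition above the mean inhibition of all tested compounds plus 3 SD, computed separately for each screening campaign, cut at about 15% in these data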
TPT1 inh: blocks Candida albicans tRNA 2'-phosphotransferase; recombinant caTPT1, FP RNA substrate dephosphorylation; inhibition, % at 5 µM; 0.81% of 300,000 active; AID 1962;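 active = inhibition above the mean of all tested compounds plus 3 SD, set per screening campaign, cut at about 24% in these data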;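 note: plate controls were DMSO alone for no effect and ferristatin control at 100 nM for full effect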
GASC-1 inh: blocks human GASC-1 demethylase activity; GST-JMJD2C(1-420) H3K9me3 demethylation, DELFIA europium; inhibition, % at 2.35 µM; 0.069% of 330,000 active;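 active = more than half of a compound's replicate wells show inhibition beyond 50%, single wells judged on their own value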;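 note: signal counts dimethyl H3K9 product captured on neutravidin plate; 0% = median of DMSO wells and 100% = 0.3 times that DMSO median; strong numbers were not always called active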
Target sequence (Q9H3R0 1-420 limits assumed): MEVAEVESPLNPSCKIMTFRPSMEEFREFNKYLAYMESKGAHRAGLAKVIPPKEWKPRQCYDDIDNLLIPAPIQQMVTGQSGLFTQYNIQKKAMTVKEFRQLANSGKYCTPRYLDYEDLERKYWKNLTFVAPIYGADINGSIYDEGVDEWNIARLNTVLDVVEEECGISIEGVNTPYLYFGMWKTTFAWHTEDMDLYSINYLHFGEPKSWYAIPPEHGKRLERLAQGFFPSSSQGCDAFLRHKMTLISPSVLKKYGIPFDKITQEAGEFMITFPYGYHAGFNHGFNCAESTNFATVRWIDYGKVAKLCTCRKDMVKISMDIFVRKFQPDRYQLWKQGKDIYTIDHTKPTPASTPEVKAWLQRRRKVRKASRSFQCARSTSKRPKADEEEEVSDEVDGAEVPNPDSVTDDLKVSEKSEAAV
LYPLA2 counter: LYPLA2 (human) inhibition in PME1 counter-screen. O95372. recombinant LYPLA2, FP-Rh probe fluorescence polarization. inhibition, % at 5.9 µM. 0.38% of 320,000 active;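 active = inhibition above the screen-wide mean plus 3 SD, limit set per campaign, cut at about 26% in these data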;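 note: 0% = LYPLA2 with DMSO and 100% = wells lacking LYPLA2 enzyme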
PP5 primary: blocks human protein phosphatase 5 activity | purified PP5c, OMFP substrate fluorescence | AID 1987 | 0.18% of 320,000 active | inhibition, % at 6.7 µM;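 active = inhibition above the campaign's mean inhibition across all tested compounds plus 3 SD, cut at about 9.5% in these data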;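 note: 0% = DMSO only and 100% = 100 µM cantharidin control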
Target sequence (P53041 whole entry, looked up): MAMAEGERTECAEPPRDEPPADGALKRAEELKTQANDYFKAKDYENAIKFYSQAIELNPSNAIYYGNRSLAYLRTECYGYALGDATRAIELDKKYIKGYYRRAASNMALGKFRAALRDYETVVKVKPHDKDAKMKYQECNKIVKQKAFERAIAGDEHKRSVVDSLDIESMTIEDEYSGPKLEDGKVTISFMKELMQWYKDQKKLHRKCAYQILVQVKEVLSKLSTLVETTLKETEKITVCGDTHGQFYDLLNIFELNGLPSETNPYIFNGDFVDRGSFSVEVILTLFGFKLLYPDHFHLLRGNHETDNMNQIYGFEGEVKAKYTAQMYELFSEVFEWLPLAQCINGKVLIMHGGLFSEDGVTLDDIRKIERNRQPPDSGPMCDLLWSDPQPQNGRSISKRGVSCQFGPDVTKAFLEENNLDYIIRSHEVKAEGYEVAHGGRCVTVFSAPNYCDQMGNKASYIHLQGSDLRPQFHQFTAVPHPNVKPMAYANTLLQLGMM
Active calls of the source: *; i = inactive; . = no result given; & = joins results of further samples. Only part of the results is shown; count on the stated rates, not on these rows.

SMILES	core dimer inh	GASC-1 inh	Efflux pump inh	TPT1 inh	PP1 counter	PREPL inhibitor	LYPLA2 counter	CTSL1 counter	PP5 primary
CCOC(=O)NC1(NC(C)C)Oc2ccccc2O1	-6	8	0.0	-2	-1	-5	-3	-2	-1.1
CCOc1ccc(-n2cnc3scc(-c4ccc(OC)c(OC)c4)c3c2=O)cc1	1	-3	0.1	-2	1	4	-3	0	0.4
Cc1cc(C)cc(N(C(C)C(=O)N2CCCCC2)S(C)(=O)=O)c1 (stereo not given)	-4	1	0.0	-1	-6	8	-1	-4	3.2
NC(=O)C1CCCN(C(=O)c2cccc(S(=O)(=O)N3CCCCCC3)c2)C1 (stereo not given)	.	.	0.1	.	-2	2	-4	.	1.0
O=C(COC(=O)c1ccccn1)NCc1cccs1	2	4	0.0	-3	-6	2	-2	-2	-4.3
COc1ccc(C(=O)Cn2c3ccccc3n3nc(CCC(=O)O)c(=O)nc23)cc1OC	3	2	-0.2	1	-4	5	-3	-1	-1.7
Cc1ccc(C2CC(C(F)(F)F)n3nc(C(=O)NCc4c(C)nn(C)c4C)c(Cl)c3N2)cc1 (stereo not given)	12	69	0.0	-1	2	-2	3	3	1.8
CN1CCN(C(c2ccc(Cl)cc2)c2cc(Cl)c3cccnc3c2O)CC1 (stereo not given)	7	-10	-0.5	0	22*	9	-5	-1	2.4
CC(Sc1ccccc1)C(=O)N1CCN(S(=O)(=O)c2ccccc2F)CC1 (stereo not given)	6	1	0.1	-1	2	32	3	-3	3.1
CC(=O)N1c2ccc(S(=O)(=O)NCC3CCC(C(=O)NCc4ccccc4)CC3)cc2CC1C (stereo not given)	-7	0	-0.2	1	1	11	13	-2	-0.8
Cc1ccc(NC(=O)C2(N3CCC3=O)CCCCC2)cc1	6	2	0.0	-2	0	3	2	2	1.3
Cc1c(NC(=O)C(C)OC(=O)CCc2ccccc2)c(=O)n(-c2ccccc2)n1C (stereo not given)	-5	i	0.1	1	-1	2	-1	-2	-1.1
CCC(=O)c1ccc(N2CCN(C(=O)c3cc([N+](=O)[O-])ccc3N3CCN(C)CC3)CC2)c(F)c1	2	37	0.1	1	-1	16	-1	4	2.5
O=C(CSCc1ccc(Br)cc1)NCCc1ccccc1	11	25	0.0	0	-2	-42	3	0	-2.1
CCN(CC(=O)Nc1ccc(N2CCOCC2)cc1)C(=O)c1ccc(C#N)cc1	0	5	-0.2	1	-4	17	1	7	0.9
O=C(N/N=C/c1ccccc1[N+](=O)[O-])c1ccc2nc[nH]c2c1	-1	-8	0.0	-2	1	12	0	8	-1.2
COC(=O)c1ccc(COC(=O)C2CC(O)CN2S(=O)(=O)c2ccc([N+](=O)[O-])cc2)cc1 (stereo not given)	.	7	0.1	.	-3	6	2	.	3.2
COCCN(C(=O)Cc1cccs1)c1nnc(-c2ccncc2)s1	3	-1	0.1	0	-4	-7	4	-3	0.7
CCCN1CCC(=O)N([C@H](CSc2ccc(OC)cc2)c2ccccc2)CC1	6	-5	-0.1	-2	2	22	3	5	0.3
COc1ccc(CC(=O)Nc2cc(S(=O)(=O)N3CCCC3)ccc2Cl)c(OC)c1	.	10	-0.1	.	0	14	1	.	1.9

A second format for some results above.
SMILES: Cc1cc(C)cc(N(C(C)C(=O)N2CCCCC2)S(C)(=O)=O)c1 (stereo not given)
  core dimer inh: -4; GASC-1 inh: 1; Efflux pump inh: 0.0; TPT1 inh: -1; PP1 counter: -6; PREPL inhibitor: 8; LYPLA2 counter: -1; CTSL1 counter: -4; PP5 primary: 3.2

SMILES: O=C(COC(=O)c1ccccn1)NCc1cccs1
  core dimer inh: 2; GASC-1 inh: 4; Efflux pump inh: 0.0; TPT1 inh: -3; PP1 counter: -6; PREPL inhibitor: 2; LYPLA2 counter: -2; CTSL1 counter: -2; PP5 primary: -4.3

Additional compounds follow.
SMILES	core dimer inh	GASC-1 inh	Efflux pump inh	TPT1 inh	PP1 counter	PREPL inhibitor	LYPLA2 counter	CTSL1 counter	PP5 primary
CCn1c(Cc2ccccc2)nnc1SCC(=O)c1cccc([N+](=O)[O-])c1	5	3	-0.2	1	2	15	10	-3	0.3
COc1cc(C(=O)NCCCNc2ccc([N+](=O)[O-])cc2)cc(OC)c1OC	-2	-19	0.1	1	0	12	0	3	1.9
O=C(c1ccc(Cl)c(S(=O)(=O)N2CCOCC2)c1)N1CCN(c2ccccc2F)CC1	0	24	-0.1	-3	-3	19	-3	4	1.0
O=C(CN1C(=O)C2CC=CCC2C1=O)Nc1ccc(-c2nnc3n2CCCCC3)cc1 (stereo not given)	-4	6	0.3	-1	-2	12	-2	-1	1.8
CC(=O)C1=C(O)C(=O)N(Cc2cccnc2)C1c1ccc(Cl)cc1 (stereo not given)	1	0	-0.1	-1	-1	-4	-3	-1	-1.5
Cc1cccc(-n2c(SCC(N)=O)nc3c(c2=O)C2(CCCC2)Cc2ccccc2-3)c1	11	-2	-0.1	-2	2	9	2	2	6.6
COc1ccc(OCC(=O)OCC(=O)Nc2ccc(S(=O)(=O)N3CCCCC3)cc2)cc1	14	1&7	0.0	1	2	8	11	-7	5.2
CC(C)c1ccc(/C=C/c2ccc(=O)n(C)n2)cc1	-3	-11	0.0	3	2	-12	7	4	2.0
COc1ccc(OC)c(S(=O)(=O)n2nc(-c3ccccc3)cc2N)c1	-5	1	-0.1	-1	-2	2	3	1	0.8
CCN(c1ccccc1)S(=O)(=O)c1cccc(C(=O)N(C)CCOc2ccccc2)c1	1	15	0.1	-1	-5	-8	2	4	2.6
O=C(CN1CCN(c2ccccn2)CC1)Nc1cccc(S(=O)(=O)N2CCOCC2)c1	3	8	0.2	3	-8	8	2	-10	2.5
Cc1c(S(=O)(=O)Nc2ccc(Oc3ccccc3)cc2)c(=O)n(C)c(=O)n1C	3	2	-0.3	-2	0	15	-4	-2	0.6
CCCCCN(C(=O)CCC(=O)OCC(=O)c1ccc(C(C)(C)C)cc1)c1c(N)n(CCCC)c(=O)[nH]c1=O	9	11	0.0	0	-2	3	6	7	-1.4
O=C(NCc1ccc2c(c1)OCO2)c1c(Cl)cccc1Cl	7	1	0.1	4	-2	-9	-1	-6	3.0
CCOc1ccc(-c2c(C#N)c(N)nc3sc(C(=O)c4ccccc4)c(N)c23)cc1	4	5	-0.1	2	2	-3	6	3	0.1
COC(=O)C1CN(S(=O)(=O)c2cc(OC)ccc2OC)CCS1 (stereo not given)	16	7	0.0	-2	0	1	1	0	2.5
COC(=O)c1cn(Cc2c(C)cc(C)cc2C)nn1	3	6	0.6	-1	3	-16	2	-3	-0.3
CC(C)(CNS(=O)(=O)c1ccc2c(c1)OCCO2)N1CCOCC1	2	-4	-0.1	3	0	5	6	2	-1.9
O=C(CSc1nc2sc3c(c2c(=O)n1-c1ccccc1)CCCC3)NCc1ccco1	12	-10	0.0	4	4	7	-10	-4	2.3
Cc1ccc(C)c(NC(=O)CN(C)C(=O)c2ccc(S(=O)(=O)N3CCCCCC3)cc2)c1	.	-1	-0.1	.	-3	5	2	.	1.0

(cont.)
SMILES	core dimer inh	GASC-1 inh	Efflux pump inh	TPT1 inh	PP1 counter	PREPL inhibitor	LYPLA2 counter	CTSL1 counter	PP5 primary
COc1ccccc1NC(=O)C(C)OC(=O)C1CC(=O)N(c2ccc3c(c2)OCCO3)C1 (stereo not given)	-3	2	-0.4	-4	1	-2	3	-18	1.3
CC(=O)c1cn(CC(=O)NCc2cccnc2)c2ccccc12	2	1	-0.1	-3	-8	11	3	3	1.6
N#CCCn1c(C(C#N)(CCC#N)CCC#N)nc2ccccc21	0	2	0.0	1	-3	1	-2	5	0.7
CN(Cc1ccccn1)C(=O)c1ccc2nc(Cc3cccc(Cl)c3)oc2c1	-13	21	0.1	-1	-15	14	-4	-3	3.4
COC(=O)C1=C(C)NC(C)=C([N+](=O)[O-])C1c1ccccc1C(F)(F)F (stereo not given)	-5&-4	13	0.0&-0.1	-5&-1	-1&-3	2&-3	-2&1	3&-1	0.9&3.7
CS(=O)(=O)c1ccc2c(c1)sc1nc(=O)c(/C=C3/C=CC(=O)C(O)=C3)c(N)n12	-6	8	0.2	45*	-2	16	-17	6	2.9
CCOC(=O)C(C)On1c(-c2cccc(Cl)c2)nc2ccc([N+](=O)[O-])cc21 (stereo not given)	-4	0	-0.1	-4	3	10	-10	0	4.7
O=C(c1ccco1)N1CCN(C(=O)C2CCCN(S(=O)(=O)Cc3ccccc3)C2)CC1 (stereo not given)	-3	-1	0.1	-1	2	4	0	-2	1.8
N#CCSc1nnc(Cc2ccc3c(c2)OCO3)o1	-4	1	-0.1	-4	2	-6	-1	1	1.3
COCCNC(=O)C1CCC(CNS(=O)(=O)c2ccc(F)cc2)CC1 (stereo not given)	-2	-3	-0.1	5	-4	8	-3	0	3.9
CCCn1cnc2scc(-c3ccc(C)c(C)c3)c2c1=O	7	5	-0.1	-1	-2	10	2	4	1.6
CCN(CC)CCNC(=O)CS(=O)Cc1nc(-c2ccc(Cl)cc2)oc1C (stereo not given)	0	13	0.1	1	0	-6	-8	1	-1.1
O=S(=O)(Nc1ccc2c(c1)OCCO2)c1cccc2nsnc12	2	11	0.1	-7	3	-11	4	-5	1.0
CCOC(=O)c1oc2ccccc2c1CN1CCN(C(=O)c2ccccc2)CC1	8	19	-0.1	5	3	-6	-3	2	-0.8
Cn1nnnc1SCc1cc(=O)[nH]c2ccccc12	-4	.	0.1	2	-5	-5	-5	0	2.0
COc1ccc(CCN(C(=O)C(F)(F)F)C(C(=O)NC2CCCCC2)c2ccc(C)s2)cc1 (stereo not given)	4	-5	0.2	4	-2	15	-1	3	-0.6
COc1cc(C2c3sc(=O)[nH]c3SC3C(=O)N(c4ccc(C)cc4)C(=O)C32)ccc1O (stereo not given)	-1	10	-0.1	-2	-1	-2	-2	-2	0.1
CCc1ccc(C(=O)NNc2ccccc2F)cc1	-2	9	0.0	9	1	18	7	-2	0.9
Cc1ccc(NC(=O)CSc2ncc(-c3ccccc3)n2C(=O)c2ccccc2)cc1	-1	14	-0.5	-4	0	-28	9	-1	1.9
COC(=O)c1ccc(-n2cncn2)c(F)c1	-3	-13	-0.4	1	1	5	-3	-2	1.8

(continued)
SMILES	core dimer inh	GASC-1 inh	Efflux pump inh	TPT1 inh	PP1 counter	PREPL inhibitor	LYPLA2 counter	CTSL1 counter	PP5 primary
CCN(Cc1ccc(N(C)C)cc1)C(C)C(=O)Nc1ccc(S(=O)(=O)N2CCCC2)cc1 (stereo not given)	.	-3	0.2	.	-9	3	8	.	2.1
Cc1ccc(N2NC(=O)/C(=C/c3ccc(-c4ccc(Cl)c(C(=O)O)c4)o3)C2=O)cc1C	-43	0	0.6	3	1	14	-1	-1	0.6
O=C(Nc1nnc(-c2ccccc2)o1)c1ccc(Cl)cc1	1	-9	0.6	-4	9	-5	6	3	-1.7
O=C(Nc1cccc(Cl)c1)N(Cc1nc2ccccc2c(=O)[nH]1)C1CCCC1	-3	-2	-0.2	0	2	3	-4	4	2.8
Oc1ccccc1N=N/C(=N/Nc1ccccc1O)c1ccccc1	-1	.	-0.4	-2	0	1	6	-5	0.1
O=C(CCNC(=O)C1CCN(S(=O)(=O)c2ccccc2)CC1)NCc1ccc(Cl)cc1	0	2	0.2	0	1	15	-5	-2	1.9
CCC1CC(CSC(=N)N)OC1=O (stereo not given)	0	-4	0.1	-4	-5	1	0	-3	-1.9
CC(C)c1cc(C(=O)N/N=C/c2cccnc2)cs1	-15	-2	0.0	2	-4	4	-11	7	2.4
Cc1ccc(N(C(=O)c2csnn2)C(C(=O)NC(C)(C)C)c2cccnc2)cc1C (stereo not given)	0	-2	0.1	3	0	17	1	-4	-0.8
